Source: PubChem BioAssay
NS3 helicase inh: HCV NS3 helicase inhibition. NS3 helicase DNA unwinding, Cy5 molecular beacon fluorescence. 0.56% of 290,000 active. AID 1800. inhibition, % at 10.9 µM;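 active = inhibition above the mean of all tested compounds plus 3 SD, set per campaign, cut at about 35% in these data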;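 also: 0% = DMSO wells and 100% = thioflavine S control wells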
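Test system: hepatitis C virus NS3 helicase domain fragment enzyme. Also added: annealed dual-labelled DNA beacon duplex, ATP-started. Timing: 60 min unwinding reaction at 25 °C after ATP addition. Technique: Cy5 fluorescence. Measure: % inhibition of unwinding.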
DNA FID counter: counter-screen for HCV NS3 helicase inhibitors: DNA intercalator displacement | DNA fluorescent intercalator displacement, fluorescence | 0.17% of 290,000 active | inhibition, % at 7.9 µM; in the data active = inhibition above about 37%;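 also: 0% = vehicle and 100% = reference compound; higher means more ethidium bromide displaced from hairpin DNA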
PHOSPHO1 inh: PHOSPHO1 (human) inhibition; Q8TCT1; recombinant PHOSPHO1, absorbance phosphatase assay; inhibition, % at 13.3 µM; 1.1% of 290,000 active; AID 1565; in the data active = inhibition above about 60%
MEKK3 PB1 HTS: modulators (inhibitors or enhancers) of MEK5 binding to human MEKK3 PB1 domain | bead-based flow cytometry, Alexa488-MEK5 binding to MEKK3; actives lie on both sides; 0 = blocked by unlabeled MEK5, 100 = vehicle | binding response (% of control), % at 10 µM | 1.4% of 290,000 active;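 active = binding response more than 3 SD above or below the average of its plate-row segment, actives on both sides; inconclusive = wells at one plate position flagged as instrument error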;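 also: Alexa488 bead fluorescence after subtracting the streptavidin-only scavenger bead signal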
pCIP destab: p/CIP protein destabilization; Q05BA5; F442A p/CIP-EGFP cells, EGFP fluorescence, 16 h; decrease of EGFP signal, % at 10 µM; 0.01% of 290,000 active; AID 1984;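 active = EGFP signal decrease of at least 30% at 10 µM or well 3 SD below plate mean, unless failing retest; inactive = the rest, including hits failing retest or dose response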; also: some compounds called inactive have numbers as strong as hits; many of its hits are not listed in these tables
IMP-1 inh: blocks Pseudomonas aeruginosa IMP-1 metallo-beta-lactamase | purified IMP-1, nitrocefin hydrolysis, epi-absorbance fluorescence | inhibition, % at 5.6 µM | 0.45% of 290,000 active;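 active = inhibition above the mean plus 3 SD of all compounds in the same screening run, cut at about 4.5% in these data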;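 also: 0% = IMP-1 with DMSO and 100% = DMSO wells lacking enzyme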
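Test system: recombinant IMP-1 enzyme, purified / Medium: HEPES buffer pH 7.1 with ZnSO4 and Brij 35 / Doses: single dose, 5.6 µM / Times: 25 °C, 15 min preincubation, 25 min reaction / Detection: Epi-absorbance via hydrolysed-nitrocefin quenching of white-plate fluorescence, 480/530 nm, EDTA stop / Evaluation: percent inhibition from optical density relative to buffer-blank wells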
VIM-2 inhibitor: inhibitors of Pseudomonas aeruginosa VIM-2 metallo-beta-lactamase | purified VIM-2, nitrocefin hydrolysis, epi-absorbance fluorescence | inhibition, % at 5.6 µM | 0.89% of 290,000 active | AID 1527;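 active = inhibition above the mean of all tested compounds plus 3 SD, cutoff set per screening run, cut at about 7.5% in these data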;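 also: red hydrolysis product quenches plate fluorescence so inhibitors raise well fluorescence; 0% = enzyme with DMSO and 100% = DMSO without enzyme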
IDE act: activators of human insulin-degrading enzyme in cells; P14735; HEK cells, FAbeta-B cleavage, fluorescence polarization; 0% vehicle, 100% cell-free pure enzyme wells; activation, % at 5.96 µM; 0.073% of 340,000 active; AID 493087;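 active = activation above the mean of all tested compounds plus 3 SD, set per screening campaign, cut at about 17% in these data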
UBC9 SUMO inh: blocks human SUMOylation mediated by UBC9 | HTRF SUMOylation assay, SAE1/SAE2 + UBC9, in vitro | inhibition, % at 35 µM | 0.36% of 290,000 active; in the data active = inhibition above about 50%, passing the limit was not always enough; inconclusive = no clear call, values can overlap the other calls; also: strong numbers were not always called active
* hit, by the source's call; ? = inconclusive; . = no result given; [ ] = another dose, or the depositor's remark. This is a subset; count on the stated rates, not on these rows.

Below each SMILES: NS3 helicase inh, DNA FID counter, PHOSPHO1 inh, MEKK3 PB1 HTS, pCIP destab, IMP-1 inh, VIM-2 inhibitor, IDE act, UBC9 SUMO inh
> S=C(Nc1ccc(N2CCOCC2)cc1)Nc1ccc2nc(-c3ccco3)c(-c3ccco3)nc2c1
  54.7*, -19.3, 92.4*, ., -0.3, 4.2, 1.4, 0.2, ?
> Cn1nc(-c2ccc(Cl)cc2)cc1NC(=O)CSCC(=O)O
  10.1, -5.5, 40.9, 107.0, 7.7, -1.1, -1.1, ., 19.1
> COc1ccc(Cc2nnc(NC(=O)c3cc(OC)c(OC)c(OC)c3)s2)cc1
  -6.4, -18.7, ., 113.0, 2.5, -5.2, -2.5, 4.9, 16.2
> O=C(COc1ccc([N+](=O)[O-])cc1)NNC(=O)Nc1cccc(F)c1
  -1.1, 4.0, 43.1, 100.0, 2.7, -2.9, -3.6, -4.2, -3.8
> CC1=C([N+](=O)[O-])C(c2ccccc2Cl)NC(=O)N1 (stereo unspecified)
  2.5, -3.6, -2.4, 111.0, 4.9, -5.3, 0.5, 3.3, -3.7
> CCCCn1nnnc1NCc1ccc(N(CC)CC)cc1
  5.0, -0.5, -1.4, 105.0, -4.3, -1.9, -4.2, 1.4, 3.3
> COc1cc(/C=C(\NC(C)=O)C(=O)O)cc(OC)c1OC
  2.7, -1.6, 29.0, 95.0, -11.6, 0.7, -2.0, ., 5.9
> CCOCC(=O)Nc1ccc(S(=O)(=O)Nc2ncccn2)cc1
  5.4, -3.6, -20.9, 93.0, -6.9, -1.2, -1.0, 9.9, -0.2
> O=C(NCCCc1ccccc1)C(=O)NCC1OCCN1S(=O)(=O)c1cc(F)ccc1F (stereo unspecified)
  -2.4, -41.6, 14.7, 107.0, -13.8, -0.7, -1.0, 9.9, 21.2
> CCC(C(=O)NCCc1ccco1)n1nc(C)c2c(C)n(-c3ccccc3)nc2c1=O (stereo unspecified)
  -2.5, -40.5, 20.7, 103.0, -0.7, -2.3, -1.5, 2.7, 5.0
> CCCCCn1ccc(=N)cc1
  3.1, -1.9, 93.4*, 89.0, -22.6, 0.7, -1.6, 2.9, -10.4
> Cc1c(C(=O)Nc2ccc3c(c2)OCO3)sc2nc(-c3ccccc3)cn12
  -3.8, 1.9, 2.9, 106.0, -7.6, -0.5, -2.8, -5.8, -11.3
> COCCN1C(=O)CS/C1=C(/C#N)C(=O)NCc1ccco1
  1.9, -17.1, 37.3, 93.0, -14.0, 0.3, -0.9, 3.0, 18.2
> CCOC(=O)/C(C#N)=C/N1CCOCC1
  -1.9, -5.5, 19.5, 98.0, 7.9, -1.9, -2.4, 5.6, 3.9
> Cn1c(=O)c2c(nc(CN3CCN(CCO)CC3)n2Cc2ccccc2Cl)n(C)c1=O
  3.1, 2.2, 20.2, 100.0, -2.3, -0.6, 0.6, 9.6, 7.0
> Cc1ccc(CNC(=O)CCS(=O)(=O)c2cccc3nonc23)cc1
  18.2, -10.6, 19.9, 109.0, -3.0, -2.0, -1.0, -2.1, 15.9
> O=C(O)c1ccc(-c2ccc(O)c(F)c2)cc1
  -2.7, 4.7, -2.0, 106.0, -8.1, -1.3, 0.7, 6.0, 17.8
> Cc1c(C(=O)O)cccc1-n1c(C)cc(/C=C(/C#N)C(=O)NCc2ccccc2)c1C
  13.4, -40.0, -0.9, 95.0, -16.9, -0.4, -1.1, ., 2.6
> Cc1ccc(S(=O)(=O)NCc2cccnc2)cc1C
  6.9, -5.8, 14.9, 97.0, -8.1, -0.9, 1.9, 2.0, 12.5
> c1ccc2nc3c(nc2c1)[nH]c1ccccc13
  -0.1, 4.3, 14.8, 95.0, -150.9, -3.9, 2.6, 0.2, 28.5
> Cc1cccc(NS(=O)(=O)c2cccc3nsnc23)c1
  3.8, -0.9, 28.7, 103.0, -9.0, -1.5, -2.3, 1.1, -6.8
> Cc1nc2ccccc2c(=O)n1/N=C/c1ccc(N(C)C)cc1
  -1.9, -1.8, -16.9, 95.0, -2.3, -3.6, -1.7, -2.7, 19.1
> CCNc1c([N+](=O)[O-])c(=O)oc2ccccc12
  3.2, -8.1, 51.8, 108.0, -16.5, 0.7, 2.8, 0.9, 9.3
> O=C(CCCOc1cccc(Br)c1)NCCOc1ccccc1
  -13.8, -34.7, 20.0, 100.0, 2.1, -1.6, -2.6, -1.8, -8.2
> CN1CCN(c2ccc(S(=O)(=O)N3CCOCC3)cc2)CC1
  -1.1, 0.0, 9.8, 104.0, 16.0, -0.9, -3.7, 6.7, 7.1
> CSc1cccc(NC(=O)c2c(Cl)cnn2C)c1
  4.8, -9.7, 16.5, 97.0, -1.9, -3.6, -2.3, 4.3, 10.1
> COC(=O)CSc1snnc1-c1ccc(Cl)c(Cl)c1
  -6.7, -7.9, -3.5, 104.0, -2.8, -2.8, -2.1, 5.5, 10.1
> CCC/C(O)=C1\C(=O)CC(C)(C)CC1=NCc1ccccc1
  3.0, -27.4, 27.7, 100.0, -1.9, -3.6, -2.2, -6.7, -3.5
> CC12CCC(=O)N1C(C(=O)OCC(=O)Nc1sccc1C#N)CS2 (stereo unspecified)
  4.0, 4.7, 38.7, 104.0, -17.3, -1.0, -2.4, 2.3, 7.7
> Cc1nn(Cc2ccccc2)c(C)c1NC(=O)CSc1nnc(-c2cc(Cl)ccc2O)n1C
  -3.1, -41.8, 13.9, 103.0, -2.8, -1.4, -6.4, 0.2, 22.9

As entered above.
IMP-1 inh, CCC(C(=O)NCCc1ccco1)n1nc(C)c2c(C)n(-c3ccccc3)nc2c1=O (stereo unspecified) reads -2.3
MEKK3 PB1 HTS, CN1CCN(c2ccc(S(=O)(=O)N3CCOCC3)cc2)CC1 reads 104.0
VIM-2 inhibitor, Cc1cccc(NS(=O)(=O)c2cccc3nsnc23)c1 reads -2.3

(further entries)
Below each SMILES: NS3 helicase inh, DNA FID counter, PHOSPHO1 inh, MEKK3 PB1 HTS, pCIP destab, IMP-1 inh, VIM-2 inhibitor, IDE act, UBC9 SUMO inh
> COC(=O)c1cc(C)sc1NC(=O)C1CC(=O)NN1Cc1ccccc1 (stereo unspecified)
  1.5, -33.7, -11.7, 137.0*, -12.1, -3.5, -2.4, 0.4, 5.0
> CCOC(=O)CSc1nc(N)c(C#N)c(-c2ccc(OCC)cc2)c1C#N
  -8.6, 2.2, 21.5, ., 2.3, -3.5, -2.5, 4.1, -6.9
> CCn1c(SCC(=O)Nc2ccc(C(C)=O)cc2)nnc1C1CC1
  -4.8, -10.8, 34.8, 99.0, 5.1, -2.4, -1.8, 3.5, 3.1
> Cn1c(=O)n(CCc2ccccc2)c2ccccc21
  4.0, -10.5, 30.5, 106.0, 4.8, -1.4, -2.4, -1.4, -3.1
> COC(=O)C1CC(Cl)CN1c1ncc(C(F)(F)F)cc1Cl (stereo unspecified)
  -2.7, -1.3, -7.1, 101.0, -6.2, -5.6, -4.2, 6.8, -7.4
> O=C1CSC(=S)N1N=C1CCCCCC1
  7.6, -1.9, -45.2, 102.0, -30.8, -1.5, -2.1, -0.7, 23.8
> COc1cc(NC(=S)N2CCN(c3ccccn3)CC2)cc(OC)c1
  -6.7, -4.5, 0.8, 103.0, -0.3, -1.6, -2.4, 5.3, -2.7
> CN1CCN(/C=N/c2c(C#N)cnn2-c2ccccc2)CC1
  -5.5, 0.9, 8.7, 108.0, -0.3, 2.3, -3.2, -3.4, 18.3
> CN(C)S(=O)(=O)c1cccc(COc2ncnc3c(Cl)cc(Cl)cc23)c1
  -8.4, -23.7, -37.0, 101.0, 0.6, -0.8, -1.2, 4.4, -4.7
> COCc1ccc([C@@H]2C[C@H]3CN(Cc4cccc(Cl)c4)C(=O)[C@]34CCCN24)o1
  -8.0, -15.2, 17.0, 98.0, -2.1, -1.7, -2.5, 4.7, 3.0
> COc1cc(/C=N/NC(=O)c2cccnc2)cc(Br)c1O
  -0.3, -1.2, 40.1, 104.0, -5.2, -1.4, -0.3, 3.4, 7.8
> Cn1c(CNC(=O)CNC(=O)Cc2ccc(F)cc2)cc(=O)n(C)c1=O
  5.5, 1.7, 45.9, 98.0, -4.2, -4.1, -2.6, 6.9, 6.7
> COc1ccc(C(=O)NC(C(=O)NCc2ccccc2OC)C(C)C)cc1 (stereo unspecified)
  2.0, -11.6, 13.6, 93.0, -1.9, -1.1, -0.5, 2.8, -10.3
> CCOC(=O)Cc1csc(NC(=O)c2ccc(C)cc2)n1
  -8.1, -14.1, 35.3, 104.0, -17.2, -0.5, -1.2, -0.9, -8.1
> O=C(CCc1ccccc1)NNC(=O)Nc1ccc(Cl)cc1
  -6.9, -9.2, 3.1, 103.0, 2.2, -2.6, -2.7, -1.8, -1.8
> CCN(CC)c1c2c(c(C#N)c3nc4ccccc4n13)CCC2
  10.7, -4.9, -3.3, 69.0*[inhibitor], 0.0, -5.0, -3.6, 6.0, 20.4
> COC(=O)C1=C(C)N(Cc2ccccc2)C(=NCCc2cccnc2)N[C@H]1c1ccccc1
  -50.5, 20.8, -18.6, 98.0, -4.5, -1.1, 0.4, -2.4, -1.4
> COc1cc(NC(=S)Nc2ccccn2)c(OC)cc1Cl
  -1.1, -0.8, 20.0, 78.0, 16.1, -0.7, -0.4, 5.0, 1.2
> Cc1cc(C)cc(NC(=O)c2ccc3c(c2)CCN3S(C)(=O)=O)c1
  -1.2, -22.9, 34.0, 104.0, -7.3, -3.5, -3.3, 2.2, 5.2
> CCOC(=O)N1CCC(NC(=O)CS(=O)(=O)Cc2nc(-c3cccc(OC)c3)oc2C)CC1
  8.4, -40.1, 29.8, 97.0, -1.4, -3.5, -2.1, 4.0, -12.0
> COc1ccc(CCN(C)C(=O)CN2C(=O)c3ccccc3S2(=O)=O)cc1OC
  -10.4, -13.8, 56.7, 97.0, -4.2, -0.3, 1.4, 6.0, 0.7
> O=[N+]([O-])c1ccc(COc2cccc(CNc3ccc(Br)cc3)c2)cc1
  5.4, 10.1, -1.8, 107.0, -2.8, -0.1, -0.7, -1.7, 11.9
